# TRPC4 PAM – TRPC4 (mouse) allosteric potentiation; Q9QUQ5; HEK293 TRPC4beta/mu-opioid, DAMGO EC20, Fluo-4 Ca2+ flux; hits give high values; B-score at 10 µM; 310,000 tested, 0.42% active; AID 2227;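 active = B-score of calcium response area above 5 SD of library B-scores, with initial fluorescence ratio within 5 SD of library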;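 note: B-score of integrated fluorescence ratio over time as area under calcium response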
# Target sequence (Q9QUQ5 whole entry, looked up): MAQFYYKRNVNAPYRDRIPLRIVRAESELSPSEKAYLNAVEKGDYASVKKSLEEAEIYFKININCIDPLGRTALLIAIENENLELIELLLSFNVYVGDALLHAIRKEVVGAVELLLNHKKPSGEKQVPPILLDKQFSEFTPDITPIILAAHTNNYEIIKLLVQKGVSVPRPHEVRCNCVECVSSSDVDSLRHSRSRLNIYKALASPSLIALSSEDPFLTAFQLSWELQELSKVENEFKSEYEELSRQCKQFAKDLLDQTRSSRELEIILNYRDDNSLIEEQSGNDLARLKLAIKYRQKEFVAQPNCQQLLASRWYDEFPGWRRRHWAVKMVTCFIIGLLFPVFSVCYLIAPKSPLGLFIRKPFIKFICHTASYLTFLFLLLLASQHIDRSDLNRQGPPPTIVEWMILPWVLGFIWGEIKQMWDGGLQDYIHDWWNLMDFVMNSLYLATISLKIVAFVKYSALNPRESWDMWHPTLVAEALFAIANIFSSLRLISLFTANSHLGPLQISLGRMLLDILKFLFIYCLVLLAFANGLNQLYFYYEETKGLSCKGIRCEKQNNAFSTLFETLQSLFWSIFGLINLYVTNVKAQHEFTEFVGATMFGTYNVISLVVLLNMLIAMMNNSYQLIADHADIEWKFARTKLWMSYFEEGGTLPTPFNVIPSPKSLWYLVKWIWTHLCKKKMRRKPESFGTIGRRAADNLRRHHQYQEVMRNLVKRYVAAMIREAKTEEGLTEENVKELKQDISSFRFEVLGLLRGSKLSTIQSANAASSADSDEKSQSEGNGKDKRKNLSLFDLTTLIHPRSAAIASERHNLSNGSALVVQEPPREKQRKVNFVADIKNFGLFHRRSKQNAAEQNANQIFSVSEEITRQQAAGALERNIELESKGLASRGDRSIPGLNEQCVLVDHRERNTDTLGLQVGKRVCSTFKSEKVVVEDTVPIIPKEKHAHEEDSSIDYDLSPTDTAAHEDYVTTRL
# MrgX1 ag – human MrgX1 receptor agonism, primary screen | MrgX1-HEK293 cells, Fluo-4 calcium fluorescence, agonist mode; hits give high values | 310,000 tested, 0.44% active | Q96LB2 | B-score at 10 µM;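 active = calcium response B-score plate-corrected fluorescence ratio at least 3 library SD, with starting fluorescence B-score inside 5 SD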
#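 Material: MrgX1-expressing HEK293 cells; input: 15,000 cells per well; doses: test compound given as first of three sequential additions; schedule: overnight plating before 1 h dye loading; technique: Fluo-4 NW calcium-flux fluorescence, kinetic read; evaluation: baseline-normalised fluorescence change ratio, B-scored; control set: plate-wise positive and negative controls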
# TRPC4 agonist – TRPC4 (mouse) channel activation. Q9QUQ5. HEK293 TRPC4beta/mu-opioid, Fluo4 calcium fluorescence; hits give high values. B-score at 10 µM. 310,000 tested, 0.49% active. AID 2237;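 active = B-score above 5 SD of library B-scores, and initial fluorescence ratio not above library mean plus 5 SD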;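 note: positive B-score marks a calcium rise read as TRPC4 activation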
#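 Incubation: 45 min room-temperature Fluo4 loading, 110 s read / System: HEK293 cells stably co-expressing mouse TRPC4beta and mu-opioid receptor / Signal: Fluo4 fluorescence, kinetic / Control set: buffer (low) and maximal DAMGO (high) / Measure: integrated baseline-normalised fluorescence ratio, converted to per-well B score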
# TMEM16A act – activates or potentiates the mouse TMEM16A chloride channel | Q8BHY3 | HEK293 TMEM16A/YFP-H148Q/I152L, iodide quench fluorescence; hits give low values | B-score at 10 µM | 340,000 tested, 0.3% active | AID 623877;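 active = fluorescence-ratio B-score plate-corrected deviation score at least 3 library SD below zero, with starting fluorescence score within 5 deviations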;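 note: channel opened by trigger with iodide after compound preincubation; score built on the fluorescence ratio of max minus min over baseline; more negative score means more quench and so TMEM16A activation or potentiation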
# TRPC4 inh – TRPC4 (mouse) channel inhibition; HEK293 TRPC4beta/mu-opioid, DAMGO-evoked Fluo4 calcium flux; hits give low values; B-score at 10 µM; 300,000 tested, 0.39% active; AID 2247;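 active = B-score over 3 SD under the library average, no early fluorescence shift, positive overall ratio signal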
#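 Material: HEK293 cells with stable TRPC4beta plus mu-opioid receptor expression / Probe or stimulus: DAMGO in two steps, submaximal then maximal / Compound: single concentration per test compound / Technique: kinetic Fluo4 fluorescence imaging of calcium influx / Read-out: per-well B score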
# SKKanGAS inh – inhibitors of SKKanGAS S. pyogenes growth in kanamycin (SK-promoter or general growth effect). inhibition, % at 7.5 µM. 300,000 tested, 1.3% active. BacTiter-Glo, 6 h. AID 1662;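 active = mean replicate score, as percent of positive control median, at least 50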;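 note: strain carries kanamycin resistance gene driven by streptokinase promoter and grows in 40 µg/ml kanamycin; loss of luminescence reflects streptokinase promoter inhibition or plain growth inhibition; 0% = median of DMSO wells and 100% = positive control at its reference dose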
# MrgX1 PAM – allosterically activates human MrgX1 receptor signaling; Q96LB2; MrgX1-HEK293, Fluo-4 calcium flux, FDSS; hits give high values; B-score at 10 µM; 310,000 tested, 0.63% active; AID 588675;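 active = plate-corrected calcium response at least 3 library SD above typical, normal starting fluorescence, not activating the receptor alone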;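 note: compound read alongside a low EC10 to EC30 dose of BAM8-22 agonist; peak minus trough fluorescence over baseline measured at the second addition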
# TMEM16A inh – blocks the mouse calcium-activated chloride channel TMEM16A. Q8BHY3. HEK293 TMEM16A/YFP iodide influx fluorescence, ionomycin. normalized B-score (activity score, 25-100; higher = stronger inhibition) at 10 µM. 310,000 tested, 1.2% active. AID 588511;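 active = ratio plate-corrected score three or more library SD toward inhibition, starting fluorescence score within five deviations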;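 note: score derived from kinetic fluorescence span divided by baseline fluorescence per well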
# MrgX1 antag – antagonists of human MrgX1 receptor | AID 588676 | B-score at 10 µM | MRGX1-HEK293 calcium flux, Fluo-4, BAM8-22 antagonism; hits give low values | 310,000 tested, 1.3% active;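 active = calcium-response B-score plate-corrected more than 3 library SD below zero, starting fluorescence within 5 deviations, no agonist response on first addition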;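 note: peak minus trough fluorescence over baseline after final BAM8-22 challenge near maximal dose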
# TRPC6 inhibitor – blocks the mouse TRPC6 cation channel; B-score at 10 µM; Q61143; 310,000 tested, 1.1% active; HEK293-TRPC6, membrane potential dye, ACh-evoked depolarization; hits give low values;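 active = B-score under library mean minus 3 SD, initial fluorescence not abnormally high, positive integrated signal ratio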;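 note: B-score derived from integrated fluorescence ratio over the kinetic read; more negative B-score means stronger inhibition of depolarization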
# TRPC6 activator – mouse TRPC6 channel activation; Q61143; HEK293-TRPC6 membrane potential dye fluorescence; hits give high values; B-score at 10 µM; 310,000 tested, 0.13% active; AID 2550;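 active = B-score of the integrated fluorescence ratio above library mean plus 3 SD, and starting fluorescence ratio within library mean plus 5 SD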;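 note: higher score means more depolarization so channel activation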
# * hit, by the source's call; i = inactive; · = no result given; & = joins results of further samples. Hits appear at their usual frequency; about 6.7% have a hit in one of these screens.
SMILES,TRPC4 PAM,MrgX1 ag,TRPC4 agonist,TMEM16A act,TRPC4 inh,SKKanGAS inh,MrgX1 PAM,TMEM16A inh,MrgX1 antag,TRPC6 inhibitor,TRPC6 activator
COc1ccc(C)cc1NC(=O)CN(C)S(=O)(=O)c1ccc2c(c1)n(C)c(=O)c(=O)n2C,i,i,i,i,i,-9.8,i,i,i,i,i
CCn1c(=N)c(S(=O)(=O)c2ccc(Cl)cc2)cc2c(=O)n3ccccc3nc21,i,i,i,·,i,-6.1,i,i,i,i,i
COc1ccc(-c2cn3ccccc3n2)cc1,i,i,i,i,i,13.7,i,i,i,i,i
C[C@H](NC(N)=O)C(=O)Nc1ccc2c(c1)OCO2,i,i,i,i,i,1.2,i,i,i,i,i
FC(F)(F)c1nnc2sc(-c3cccs3)nn12,i,i,i,i,i,0.9,i,i,i,i,i
COc1ccc(O[C@H]2C=C[C@@H](c3ccccc3)O[C@@H]2CO/N=C(\C)CCN2CCc3nc(-c4ccccc4)c(-c4ccccc4)cc3C2)cc1,i,i,i,·,i,8.9,i,i,i,i,i
O=C1/C(=C/c2ccccc2)SC(=S)N1C1CCS(=O)(=O)C1 (stereo not given),i,i,i,i,i,-4.2,i,i,i,i,i
Cc1ccc(S(=O)(=O)N2CCCCC2)cc1NC(=O)CSc1nnc(N)s1,i,i,i,i,i,3.4,i,i,i,i,i
COc1ccc(Nc2ncnc3c2oc2ccccc23)cc1,i,i,i,i,i,-11.5,i,i,i,i,i
FC(F)(F)c1ccc(Cl)c(-n2c(-c3cc(-c4ccco4)[nH]n3)n[nH]c2=S)c1,i,i,i,i,i,10.7,i,i,i,i,i
O=C(NNC(=O)c1sccc1-n1cccc1)Nc1ccc(F)cc1,i,i,i,i,i,0.2,i,i,i,i,i
COc1cc(OC)cc(-n2nnnc2SCC(=O)NCc2ccc3c(c2)OCO3)c1,i,i,i,i,i,1.7,i,i,i,i,i
COc1ccc(-c2cn(-c3ccccc3)c3[n+]2CCS3)cc1,i,i,i,i,i,0.0&-8.7,i,i,i,i,i
CCOC(=O)N1CCN(C(=S)NC(=O)c2ccc(F)c(F)c2)CC1,i,i,i,i,i,7.6,i,i,i,i,i
Cc1ccccc1NC(=S)NCCO,i,i,i,i,i,5.3,i,i,i,i,i
c1ccc(C2[C@H]3CN(Cc4cccnc4)[C@H](c4ccccc4)C34CC2(c2cccnc2)C4)cc1 (stereo not given in full),i,i,i,i,i,10.2,i,i,i,i,i
CCn1c(=O)c(C(=O)Nc2ccc(C)cc2C)c(O)c2ccccc21,i,i,i,i,i,-1.7,i,i,i,i,i
Cc1ccc(C(=O)Nc2nccc(C)n2)cc1,i,i,i,i,i,0.9,i,i,i,i,i
CC1CC(N(C(=O)C2CC2)c2ccccc2)c2ccccc2N1C(=O)C1CC1 (stereo not given),i,i,i,i,i,-8.5,i,i,i,i,i
CN(C)C1=NCCN1CCc1ccc(F)cc1,·,i,·,i,·,·,i,i,i,·,·
Cc1ccc(/C=N/NC(=O)Cc2ccc(Cl)cc2)s1,i,i,i,i,i,-8.4,i,i,i,i,i
CC(C)CNC(=O)CC(=O)N/N=C/c1ccc(Br)cc1,i,i,i,i,i,2.9,i,i,i,i,i
CCOc1cc2[nH]c(=S)n(Cc3ccc(C)o3)c(=O)c2cc1OCC,i,i,i,i,i,2.4,i,i,i,i,i
Cc1nc(SCc2ccc(OCCC(C)C)cc2)n[nH]1,i,i,i,i,i,10.5,i,i,i,i,i
NS(=O)(=O)c1ccc(CNC(=O)c2cc(-c3cccnc3)nc3ccc(Cl)cc23)cc1,i,i,i,i,i,2.6,i,i,i,i,i
CCn1c(SCC(=O)N2CCOCC2)nc2sc3c(c2c1=O)CCCC3,i,i,i,i,i,-7.9,i,i,i,i,i
Cc1ccc(S(=O)(=O)Nc2ccc(NC(=O)CN3CCCCC3)c(Cl)c2)cc1,i,i,i,i,i,2.4,i,i,i,i,i
CCc1nnc(NC(=O)CCN2C(=O)CCC2=O)s1,i,i,i,i,i,-13.4,i,i,i,i,i
CC(=O)c1cc(NC(=O)c2ccc(Cl)cc2)c(=O)oc1/C=C/N(C)C,i,37.6*,i,i,i,0.4,i,i,i,i,i
O=C(N/N=C/c1cn(-c2ccccc2)nc1-c1cccnc1)c1cccnc1,i,i,i,i,i,-16.9,i,i,i,i,i
NC(=O)c1nsc(C(=O)N(CCCN2CCOCC2)C(C(=O)NC2CCCCC2)c2ccc(Cl)cc2)c1N (stereo not given),i,i,i,i,i,-7.8,i,i,i,i,i
COc1ccc2[nH]cc(/C=C/c3cc[n+](C)cc3)c2c1,i,i,i,i,i,-9.2,i,i,-7.9*,i,i
CCN(CC)S(=O)(=O)c1ccc2[nH]c(=O)cc(C(=O)NCc3ccccc3)c2c1,i,i,i,i,i,-1.2,i,i,i,i,i
CNC(=O)C(=O)N/N=C/c1ccccn1,i,i,i,i,i,-7.5,i,i,i,i,i
COc1ccc(/C=C\C(=O)NCC(=O)N/N=C/c2ccc(O)cc2O)cc1,i,i,i,i,i,11.9,i,i,i,i,i
Cc1cc(C)c(S(=O)(=O)NCc2cn3ccccc3n2)c(C)c1,i,i,i,i,i,-10.2,i,i,i,i,i
C=CCNC(=O)CSc1nnc(C(CC)N(C)C)n1C1CCCCC1 (stereo not given),i,i,i,i,i,-15.6,i,i,i,i,i
O=C(Nc1ccc(-c2csc(Nc3cccc(C(F)(F)F)c3)n2)cc1)c1cc([N+](=O)[O-])cc(C(F)(F)F)c1,i,i,i,i,i,53.4*,i,i,i,i,i
COc1ccc(-c2c(C#N)c(N)nc3c2c(=O)n(C)c(=O)n3C)cc1Cl,i,i,i,i,i,6.7,i,i,-8.26*,i,i
CCOc1ccc(NC(=O)NC2(C(=O)NCc3ccco3)CCCCC2)cc1,i,i,i,i,i,-1.0,i,i,i,i,i
Cc1cc(C)nc(Nc2ccc(Br)cc2C(=O)O)n1,i,i,i,i,i,6.7,i,i,i,i,i
CC1CCCCC1NC(=O)CSc1nnc(COc2ccc(Cl)cc2)o1 (stereo not given),i,i,i,i,i,-5.2,i,i,i,i,i
COc1ccc(OC)c(-n2c(N)c(C(=O)NCC3CCCO3)c3nc4ccccc4nc32)c1 (stereo not given),i,·,i,i,i,12.8,·,·,·,i,i
COc1ccc2nc(C)cc(C(=O)O)c2c1,i,i,i,i,i,2.1,i,i,i,i,i
CC(C)CN(C(=O)CN(C)C(=O)Cc1ccccc1Cl)c1c(N)n(CC(C)C)c(=O)[nH]c1=O,i,i,i,i,i,-0.8,i,i,i,i,i
COc1ccccc1CNC(=O)CCNS(=O)(=O)c1ccc2c(c1)CC(C)N2C(C)=O (stereo not given),i,i,i,i,i,-3.6,i,i,i,i,i
COC(=O)C1=C(C)NC(=O)CC1c1cc(Br)ccc1F (stereo not given),i,i,i,i,i,6.6,i,i,i,i,i
Cc1cc(NC(=O)CCN2C(=O)C3C4CCC(C4)C3C2=O)cc(C)c1Br (stereo not given),i,i,i,i,i,-13.5,i,i,i,i,i
COc1ccc(/C=N/NC(=O)c2ccc3c(c2)OCO3)c(C(=O)O)c1OC,i,i,i,i,i,-1.2,i,i,i,i,i
CC(CN1CCCCC1)OC(=O)COc1ccc(Cl)cc1 (stereo not given),i,i,i,i,i,-1.6,i,i,i,i,i
CCOC(=O)C1CCCN(C(=O)c2ccc3c(=O)n(Cc4ccccc4OC)c(=S)[nH]c3c2)C1 (stereo not given),i,i,i,i,i,-3.0,i,i,i,i,i
NS(=O)(=O)c1ccc(CCNC(=O)CN2CCN(Cc3cccc(C(F)(F)F)c3)CC2)cc1,i,i,i,i,i,-0.3,i,i,i,i,i
Cc1cc(C)cc(-c2nnc(SCc3ccc(C(=O)O)cc3)o2)c1,i,i,i,i,i,20.1,7.41*,i,i,i,i
O=C(Nc1nc2ccccc2[nH]1)Nc1ccccc1F,i,i,i,i,i,1.6,i,i,i,i,i
COc1n[nH]c2nncnc12,i,i,i,i,i,-2.7,i,i,i,i,i
Cc1nc2ccc(-c3ccccc3)cc2o1,i,i,i,i,i,-0.8,i,i,i,i,i
C/C(N)=C(/C#N)C(=O)CSc1nc2cc(Cl)ccc2s1,i,i,i,i,i,-0.6,i,i,i,i,i
Cc1cccc(C)c1NC(=O)N1CCN(C2CCCCC2)CC1,i,i,i,i,i,0.3,i,i,i,i,i
COc1ccc(S(=O)(=O)Nc2cccc(S(=O)(=O)N3CCCCCC3)c2)cc1,i,i,i,i,i,4.1,i,i,i,i,i
CCOc1ccccc1NC(=S)N1CCN(c2ccc(O)cc2)CC1,i,i,i,i,i,-5.6,i,i,i,i,i
# Additional structures follow:
SMILES,TRPC4 PAM,MrgX1 ag,TRPC4 agonist,TMEM16A act,TRPC4 inh,SKKanGAS inh,MrgX1 PAM,TMEM16A inh,MrgX1 antag,TRPC6 inhibitor,TRPC6 activator
O=S(=O)(c1ccccc1Cl)N1CCCC(c2nc(-c3cccnc3)no2)C1 (stereo not given),i,i,i,i,i,2.6,i,i,i,i,i
Cc1ccc(CC(=O)Nc2ccc(F)c([N+](=O)[O-])c2)cc1C,i,i,i,i,i,-2.3,i,i,i,i,i
CC(C)CNC(=O)C(=O)NCC1OCCCN1S(=O)(=O)c1ccc2c(c1)OCCO2 (stereo not given),i,i,i,i,i,0.6,i,i,i,i,i
Brc1cccc(-c2nnc3sc(CNCc4ccco4)cn23)c1,i,i,i,i,i,2.8,i,i,i,i,i
CCOc1ccc(-c2nnc(N)s2)cc1,i,i,i,i,i,-5.2,i,i,i,i,i
CCn1c2ccccc2c2nnc(SCC(=O)Nc3ccc4c(c3)OCO4)nc21,i,i,i,i,i,2.1,i,i,i,i,i
Cc1ccc(NC(=O)c2ccc3c(c2)OCCO3)cc1C,i,i,i,i,i,3.0,i,i,i,i,i
Cc1cc(SCC(=O)c2ccccc2)nc(SCC(=O)c2ccccc2)n1,i,i,i,i,i,1.2,i,i,i,i,i
Cc1cc(C)c(S(=O)(=O)NC2CC(C)(C)NC(C)(C)C2)cc1C,i,i,i,i,i,-0.2,i,i,i,i,i
